# Compound activity (PubChem BioAssay)
# FEN1 inhibitor: blocks human flap endonuclease 1 | P39748 | Recombinant FEN1 flap cleavage, fluorescence, 15 min | AID 588795 | 0.35% of 390,000 active | Potency, µM (titrated, usually from 114 µM), for inactives: at the highest dose activity change, negative = inhibition, hits mostly inhibitors; further: nearly all actives have a fitted effect of over 65% in size
# Target sequence (P39748 whole entry, looked up): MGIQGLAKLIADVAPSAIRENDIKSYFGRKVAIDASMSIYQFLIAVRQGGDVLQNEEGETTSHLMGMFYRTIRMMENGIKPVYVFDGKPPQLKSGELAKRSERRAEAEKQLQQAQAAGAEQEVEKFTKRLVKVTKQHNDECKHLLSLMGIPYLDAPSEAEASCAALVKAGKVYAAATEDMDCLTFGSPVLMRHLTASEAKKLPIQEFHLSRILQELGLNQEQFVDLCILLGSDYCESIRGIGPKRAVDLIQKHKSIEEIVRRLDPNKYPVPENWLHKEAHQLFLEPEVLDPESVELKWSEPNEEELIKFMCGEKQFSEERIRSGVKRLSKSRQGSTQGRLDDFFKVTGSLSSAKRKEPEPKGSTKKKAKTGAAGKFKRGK
#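 Enzyme 10 nM, 15 min RT preincubation with compound; start with substrate 50 nM final; reads at 0 and 15 min; qHTS titration, four-parameter Hill fit.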
# TDP1 block: TDP1 (human) enzyme inhibition; Q9NUW8; recombinant TDP1, AlphaScreen DNA substrate cleavage; Potency, µM (titrated, usually from 130 µM), inactives show at the highest dose activity change, negative = inhibition, hits mostly inhibitors; 0.28% of 350,000 active; AID 485290; further: nearly all actives have a fitted effect of over 40% in size
# Target sequence (Q9NUW8 whole entry, looked up): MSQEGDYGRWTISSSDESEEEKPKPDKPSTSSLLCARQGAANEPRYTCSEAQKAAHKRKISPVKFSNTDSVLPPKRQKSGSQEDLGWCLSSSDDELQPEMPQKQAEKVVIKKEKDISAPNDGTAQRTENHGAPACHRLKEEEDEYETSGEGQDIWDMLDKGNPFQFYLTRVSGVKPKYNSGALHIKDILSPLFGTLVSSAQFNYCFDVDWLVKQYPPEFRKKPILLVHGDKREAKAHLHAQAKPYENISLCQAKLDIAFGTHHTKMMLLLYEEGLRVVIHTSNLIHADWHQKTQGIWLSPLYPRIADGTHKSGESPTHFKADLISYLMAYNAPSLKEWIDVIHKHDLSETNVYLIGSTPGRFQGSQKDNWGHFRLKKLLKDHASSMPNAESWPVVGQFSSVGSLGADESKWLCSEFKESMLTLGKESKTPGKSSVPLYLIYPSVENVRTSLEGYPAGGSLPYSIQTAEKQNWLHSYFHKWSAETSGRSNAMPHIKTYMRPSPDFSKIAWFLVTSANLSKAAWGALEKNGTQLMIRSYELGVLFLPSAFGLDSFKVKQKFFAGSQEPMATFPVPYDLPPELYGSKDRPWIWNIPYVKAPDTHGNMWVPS
#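 Recombinant E. coli-expressed Tdp1 (1 nM) preincubated with compound 15 min at RT, then 5'-biotin/3'-phosphotyrosine-FITC DNA substrate (15 nM) added for 5 min. AlphaScreen beads (10 ug/ml) added, 10 min RT; tyrosine-FITC cleavage read as signal loss.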
# N370S GC: inhibitors or activators of N370S glucocerebrosidase for Gaucher disease; P04062; N370S GC spleen homogenate, 4MU-glucoside fluorescence; Potency, µM (doses to about 59.4 µM), for the others: at the highest dose activity change, negative = inhibition, actives largely listed as inhibitors; 0.092% of 330,000 active; AID 2101;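 further: 0% = full enzyme activity and -100% = no enzyme basal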
# * = called active by the depositor; ? = inconclusive; · = not tested or not shown; [ ] = another dose, or the depositor's remark. The call rests on the fitted dose curve; in most records, active means well fitted curve in the direction sought with a large enough effect; inconclusive means small, poorly fitted or top-dose-only effect, or another doubt; inactive means no such curve, though single readings can be large; an effect the other way counts as inactive or inconclusive. Unless noted, on the % scale 0 is the no-effect control and ±100 the full control effect; potency means the concentration at half of the fitted maximal effect.
[1] C=CCn1c(SCC(=O)NCc2ccco2)nc2sc3c(c2c1=O)CCC3
[2] Cc1nc(N2CCCC2)ncc1C(=O)Nc1ccc(OC(F)(F)F)cc1
[3] COc1ccc(C2CC(c3ccccc3)=NN2S(=O)(=O)c2ccc(C)cc2)c(OC)c1 (stereo not drawn)
[4] C=CCn1c(SCC(=O)c2cccs2)nc2sc(C)cc2c1=O
[5] O=C(NNc1ccccn1)C(=O)NNS(=O)(=O)c1ccc(F)cc1
[6] COc1ccccc1NC(=O)C(=O)NCC(c1ccco1)N1CCc2ccccc21 (stereo not drawn)
[7] CCN(CC)C(=O)Cn1cc(S(=O)(=O)CC(=O)Nc2ccc3c(c2)OCCO3)c2ccccc21
[8] Cc1ccc(N(CC(=O)N/N=C/c2cccnc2)S(=O)(=O)c2ccccc2)cc1
[9] Cc1ccc(-n2nc(C(=O)Nc3ccc(C)c(F)c3)c3c4ccccc4n(C)c3c2=O)cc1
[10] COCC(C)NC(=O)Cc1ccc(Cl)cc1 (stereo not drawn)
Compound	1	2	3	4	5	6	7	8	9	10
FEN1 inhibitor	-0.9%	-3.4%	-1.0%	-14.4%	-2.0%	-4.5%	15.8%	1.9%	17.9%	-14.9%
N370S GC	28.2%	·	30.9%	?	-3.3%	4.3%	1.1%	18.2%	·	-5.7%
TDP1 block	3.0%	8.8%	2.6%	4.5%	11.8%	7.4%[0.505 µM]	2.3%	8.0%	2.3%	·

[11] O=C(NCc1ccc(Cl)cc1)C1CCCN1C(=O)Nc1ccc(F)cc1 (stereo not drawn)
[12] C=CCNC(=O)C1CCC(CNc2nc(=S)[nH]c3ccccc23)CC1 (stereo not drawn)
[13] Cc1nn(CC(=O)Nc2cccc(C(F)(F)F)c2)c(=O)c2cccn12
[14] COc1ccc(CC(=O)NCC2(c3ccc(OC)c(OC)c3)CCCC2)cc1
[15] O=C1c2ccccc2C(Cc2ccncc2)(Cc2ccncc2)c2ccccc21
[16] Cc1[nH]c2ccc(F)cc2c1CCN1C(=O)OC(C)(C)C1(C)O (stereo not drawn)
[17] O=C(O)C1CC=CCC1C(=O)Nc1ccccc1C(=O)N1CCN(c2ccccc2)CC1 (stereo not drawn)
[18] C[C@@]12CCC3[C@@](CCC4[C@@]3(C)CCC[C@@]4(C)C(=O)O)(CC1=O)C2 (stereo partly drawn)
[19] COc1ccc(C2=NN(C(=O)CSc3nc4ccccc4s3)C(c3ccc(OC)cc3)C2)cc1 (stereo not drawn)
[20] O=C(c1ccc(NS(=O)(=O)c2cccs2)cc1)N1CCN(c2ccccc2Cl)CC1
Compound	11	12	13	14	15	16	17	18	19	20
FEN1 inhibitor	10.2%	19.5%	-5.5%	-9.6%	·	-14.3%	1.1%	15.0%	0.3%	0.9%
N370S GC	-3.3%	-12.0%	-11.4%	-19.9%	-6.5%	-7.1%	-2.9%	·	26.2%	-7.5%
TDP1 block	·	·	3.9%	0.0%	8.3%	7.5%	6.6%	1.2%	2.6%	5.3%

# Look-ups from the results shown:
# For N370S GC, cpd 16 has the entry -7.1%
# For FEN1 inhibitor, cpd 20 has the entry 0.9%

# Back to the main list with the three entries that preceded the break.
[18] C[C@@]12CCC3[C@@](CCC4[C@@]3(C)CCC[C@@]4(C)C(=O)O)(CC1=O)C2 (stereo partly drawn)
[19] COc1ccc(C2=NN(C(=O)CSc3nc4ccccc4s3)C(c3ccc(OC)cc3)C2)cc1 (stereo not drawn)
[20] O=C(c1ccc(NS(=O)(=O)c2cccs2)cc1)N1CCN(c2ccccc2Cl)CC1
[21] CC(C)(C)NC(=O)CN(Cc1cccs1)C(=O)CCC(=O)Nc1nccs1
[22] O=C(CSc1nnc2ncccn12)Nc1cccc2ccccc12
[23] Cc1cccc(C(=O)NCC(=O)NCC(c2cccs2)N2CCOCC2)c1 (stereo not drawn)
[24] Cc1ccccc1C1NC(c2ccccc2C)C([N+](=O)[O-])C(C)(C)C1[N+](=O)[O-] (stereo not drawn)
[25] COc1ccccc1NC(=O)COC(=O)C1CC(=O)N(c2ccc3c(c2)OCCO3)C1 (stereo not drawn)
[26] COCCn1c(=O)[nH]c2cc(C(=O)N3CCN(c4cccc(C(F)(F)F)c4)CC3)ccc2c1=O
[27] CC(=O)C[C@@H](O)CC(=O)[C@H]1OC(=O)[C@@H](C)C/C=C\Cc2ccccc21
[28] Cc1nc(SCc2ccccc2Cl)c(C#N)c(C)c1C
[29] Clc1cccc(-n2ncc3c(N4CCC(Cc5ccccc5)CC4)ncnc32)c1
[30] Cc1oc(-c2ccc(C(=O)NC(C)c3ccccc3)cc2)nc1CS(=O)(=O)c1ccccc1 (stereo not drawn)
Compound	18	19	20	21	22	23	24	25	26	27	28	29	30
FEN1 inhibitor	15.0%	0.3%	0.9%	-4.9%	3.0%	-0.5%	0.7%	-2.4%	3.2%	-7.4%	-3.1%	-2.0%	-8.6%
N370S GC	·	26.2%	-7.5%	16.3%	6.3%	-13.8%	3.9%	·	-3.6%	·	·	·	·
TDP1 block	1.2%	2.6%	5.3%	-1.0%	2.1%	-0.1%	1.4%	-6.4%	·	1.0%	1.9%	10.4%	2.8%

[31] Cc1cc(C)nc(SCc2csc(N)n2)n1
[32] CC(=O)Nc1nc(C2COc3ccccc3O2)cs1 (stereo not drawn)
[33] CCn1ccnc1CN1CCc2c([nH]c3ccccc23)C1CC(C)C (stereo not drawn)
[34] CCOc1ccc(/C=N/OCC(=O)NC(c2ccccc2)c2ccccc2)cc1
[35] COC(=O)C1=C(C)N(Cc2ccccc2)[C@]23O[C@](C(=O)OC)(C(=O)N2C1c1ccccc1)C(C(=O)OC)=C3C(=O)OC (stereo partly drawn)
[36] O=C(c1ccc(C(F)(F)F)cc1)N1CCN(S(=O)(=O)c2ccc3c(c2)OCCCO3)CC1
[37] O=S(=O)(Cc1ccccc1)N1CCN(C2Cc3ccccc3C2)CC1
[38] CN(C)CCOC(=O)c1ccc2[nH]c3c(c2c1)CSCC3
[39] Cc1cc(NC(=O)CCC(=O)N(CC(=O)NC2CCCC2)c2ccc3c(c2)OCCO3)no1
[40] Cc1ccc2nc(-c3ccccn3)cc(C(=O)N3CCN(c4ncccn4)CC3)c2c1
Compound	31	32	33	34	35	36	37	38	39	40
FEN1 inhibitor	6.3%	7.2%	-19.1%	7.6%	·	-9.1%	-11.4%	50.1µM*	6.0%	12.2%
N370S GC	-7.5%	-5.4%	2.6%	8.1%	-1.3%[12.8 µM]	-12.3%	-0.1%	-6.9%	8.0%	1.1%
TDP1 block	2.9%	2.6%	5.1%	0.0%	10.1%[21 µM]	2.4%	2.0%	·	6.2%	2.1%

[41] CC(C)(C)OC(=O)NNC(=O)C12CC3CC(CC(C3)C1)C2
[42] O=C(NCc1ccccc1)c1ccc(CN(c2ccccn2)S(=O)(=O)c2ccccc2)cc1
[43] COc1ccc(CCNC(=O)Cc2ccc3c(c2)OCO3)cc1OC
[44] C=CCSC1=C(C#N)C(c2cccc(OC)c2)CC(=O)N1 (stereo not drawn)
[45] CCCOc1ccc(-c2nc(N3CCCCC3)c3ccccc3n2)cc1
[46] Cc1ccnc2nc(C(=O)OCC(=O)N(CC(C)C)C3CCS(=O)(=O)C3)nn12 (stereo not drawn)
[47] CSc1nc(N)nc(SCC(=O)c2ccc(C)cc2)c1C#N
[48] O=C(OCc1ccc([N+](=O)[O-])cc1)c1ccc(N2CCCC2)c([N+](=O)[O-])c1
[49] COC1CCN(Cc2c(C(=O)N3CCc4ccccc4C3)nc3ccc(Cl)cn23)CC1
[50] Cc1csc2nc(CSc3nc4ccccc4o3)cn12
Compound	41	42	43	44	45	46	47	48	49	50
FEN1 inhibitor	-5.1%	-0.2%	-2.3%	-1.9%	6.0%	5.9%	-11.3%	5.1%	-6.0%	-9.6%
N370S GC	15.0%	8.1%	1.8%	-16.8%	·	·	20.8%	8.4%	-14.5%	-8.8%
TDP1 block	4.9%	3.9%	-5.4%	2.1%	3.1%[12.3 µM]	1.2%	5.9%	5.4%	1.9%	12.6%

# Retrieved by compound from the list above (two):
[48] O=C(OCc1ccc([N+](=O)[O-])cc1)c1ccc(N2CCCC2)c([N+](=O)[O-])c1
[44] C=CCSC1=C(C#N)C(c2cccc(OC)c2)CC(=O)N1 (stereo not drawn)
Compound	48	44
FEN1 inhibitor	5.1%	-1.9%
N370S GC	8.4%	-16.8%
TDP1 block	5.4%	2.1%

# (listing goes on)
[51] CCN(CC)S(=O)(=O)c1cc(C)ccc1SC
[52] CCOc1ccc(C(=O)NCC(=O)OCC(=O)N2CCCCC2)cc1
[53] CCCN(CCC)S(=O)(=O)c1ccc(C)cc1
[54] CCC1(c2ccccc2)NC(=O)N(CC#N)C1=O (stereo not drawn)
[55] Cc1[nH]c2ccccc2c1/C=N/NC(=O)CNC(=O)c1ccccc1
[56] CSc1ccc(S(=O)(=O)NCC(=O)OCC(=O)N2CCCC2=O)cc1[N+](=O)[O-]
[57] Cc1c(O)ccoc1=O
[58] NS(=O)(=O)c1ccc(CCNCc2cc(Cl)ccc2OCc2ccccc2)cc1
[59] Cc1ccc2c(c1)c1c(c(=O)n(-c3ccccc3C)c(=O)n1CC(=O)N1CCCC1)n2C
[60] CCOc1ccc(NC(=O)c2ccccc2NC(=O)c2cccnc2)cc1
Compound	51	52	53	54	55	56	57	58	59	60
FEN1 inhibitor	1.1%	-1.8%	14.6%	4.4%	8.1%	-2.7%	17.3%	?	-5.6%	-16.8%
N370S GC	-20.3%	10.4%	2.6%	-3.0%	?	-21.0%	10.9%	-7.4%	·	0.3%
TDP1 block	-5.1%	5.6%	·	5.3%	-1.2%	-10.8%	2.6%	·	0.0%	·

# Part of the list above, showing only TDP1 block and FEN1 inhibitor:
entry | Structure | TDP1 block | FEN1 inhibitor
54 | CCC1(c2ccccc2)NC(=O)N(CC#N)C1=O (stereo not drawn) | 5.3% | 4.4%
55 | Cc1[nH]c2ccccc2c1/C=N/NC(=O)CNC(=O)c1ccccc1 | -1.2% | 8.1%
56 | CSc1ccc(S(=O)(=O)NCC(=O)OCC(=O)N2CCCC2=O)cc1[N+](=O)[O-] | -10.8% | -2.7%
57 | Cc1c(O)ccoc1=O | 2.6% | 17.3%
58 | NS(=O)(=O)c1ccc(CCNCc2cc(Cl)ccc2OCc2ccccc2)cc1 | · | ?
59 | Cc1ccc2c(c1)c1c(c(=O)n(-c3ccccc3C)c(=O)n1CC(=O)N1CCCC1)n2C | 0.0% | -5.6%

# The list continues:
[61] NC1=NC(=O)C2(COC(c3cccc([N+](=O)[O-])c3)OC2)S1 (stereo not drawn)
[62] COc1ccc(Cl)cc1NS(=O)(=O)c1ccc2c(c1)NC(=O)CCS2
[63] COc1ccc(C(=O)c2c(-c3ccc(OC)cc3)oc3ccccc23)cc1
[64] COc1ccc(CC(=O)NCC(c2ccc(N(C)C)cc2)N2CCOCC2)cc1OC (stereo not drawn)
[65] Cc1cccc(NC(=O)C(C)Sc2nnc(-c3cccnc3)o2)c1 (stereo not drawn)
[66] Cc1ccc(CNC(=O)c2cc(=O)c3cc(C)cc(C)c3o2)cc1
[67] CCOc1ccc(S(=O)(=O)NCCC(=O)NCC2CCCO2)cc1 (stereo not drawn)
Compound	61	62	63	64	65	66	67
FEN1 inhibitor	6.3%	17.5%	7.5%	2.0%	15.3%	19.3%	-3.5%
N370S GC	-4.9%	-9.0%	·	·	·	·	·
TDP1 block	-1.2%	2.7%	-10.1%	-8.8%	1.0%	4.9%	0.9%

# Hits appear at their usual frequency. About 0.53% of those tested had a hit in this group.
